High-throughput results from PubChem.
AddAB inh: less growth of phage-infected E. coli with AddAB; E. coli expressing H. pylori AddAB, absorbance growth; inhibition, % at 11.9 µM; 330,000 compounds, 0.29% hits; AID 435030; in the data active means inhibition above about 12%;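 further: 0% = vehicle wells of infected cells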
CAL PDZ FP-1: blocks peptide binding to the human CAL PDZ domain; Q9HD26; purified CAL PDZ, TMR-peptide fluorescence polarization, 1 h; inhibition, % at 24.9 µM; 300,000 compounds, 0.92% hits; AID 602252;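 active means mean inhibition of at least 30% with at least half of replicates also reaching 30%; inconclusive means no clear call, values can overlap the other calls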;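 further: 0% = DMSO neutral control and 100% = excess unlabeled competitor peptide PRC23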
E coli growth: reduces bacterial viability in AddAB counter-screen; E. coli V3065 growth, OD600 absorbance, 18 h; 330,000 compounds, 0.27% hits; inhibition, % at 11.9 µM;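 active means inhibition above the campaign's mean inhibition across all tested compounds plus 3 SD, cut at about 9.9% in these data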;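 further: uninfected addAB+ strain grown without phage in ampicillin broth; 0% = DMSO wells and 100% = ciprofloxacin 0.95 µg/ml wells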
MITF TRPM1 HTS: activators of MITF-driven TRPM1 promoter activity in SK-MEL-5 cells | SK-MEL-5 TRPM1-promoter luciferase, 24 h; % of positive control, neutral wells = 0 | activation, % at 12.5 µM | 300,000 compounds, 0.75% hits | AID 588334;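 active means mean activation of at least 80% with every replicate also reaching 80%; inconclusive means mean reaches 80% but some replicate falls short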;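 further: 0% = neutral control wells and 100% = parthenolide positive control wells; values of inactives mirror those of a sister screen read the other way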
CAL PDZ FP-2: human CAL PDZ-peptide interaction inhibition; Q9HD26; purified CAL PDZ, TMR-peptide fluorescence polarization, 1 h; inhibition, % at 20 µM; 330,000 compounds, 0.02% hits; AID 504414;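 active means highest replicate inhibition of at least 40%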;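 further: plate controls were DMSO neutral control wells for no effect and unlabeled competitor peptide control wells for full effect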
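Control set: unlabelled peptide and DMSO controls / Material: purified CerCALP PDZ construct / Timing: 1 h incubation at room temperature before polarization reading / Doses: 20 µM, one dose / Detection: fluorescence polarization (mP)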
Tat transport: blocks Tat-dependent protein export in E. coli | E. coli MC4100 TorA-mCherry Tat export, fluorescence | inhibition, % at 10 µM | 340,000 compounds, 0.036% hits | AID 488895;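 active means mean replicate inhibition at least 50% and at least half of replicates individually reaching 50%; inconclusive means only one of the two criteria met; inactive means neither criterion met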;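 further: exported cargo escapes ClpAP degradation while cytoplasmic cargo is degraded and loses fluorescence; 0% = median of neutral control wells and 100% = median of NaSCN control wells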
phage Ecoli inh: E. coli growth loss with phage present. inhibition, % at 11.9 µM. AID 651602. growth absorbance. 360,000 compounds, 0.26% hits; in the data active means inhibition above about 11%
SR-BI DiI-HDL act: enhances SR-BI lipid uptake from DiI-HDL. CHO ldlA[mSR-BI] cells, DiI-HDL uptake fluorescence, 3 h; 100 = double the neutral-control signal. activation, % at 12.5 µM. 320,000 compounds, 0.096% hits. AID 504775;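 active means mean replicate activation of at least 60% and every replicate at or above 60%; inconclusive means mean or all-replicate condition met, but not both; inactive means mean below 60% and not all replicates reaching 60%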;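 further: 0% = median plate neutral-control signal and 100% = twice that signal; values of inactives mirror those of a sister screen read the other way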
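Material – SR-BI-overexpressing, LDLR-lacking CHO cells · Medium – BSA-supplemented, HEPES-buffered Ham's F12, pH 7.4 · Doses – single concentration · Times – compound with DiI-HDL co-incubation, 3 h at 37 °C · Measured by – bottom-read fluorescence, 550/595 nm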
Wnt act: activates Wnt/beta-catenin signaling in a reporter cell assay | activator, plate reader | activation, % at 9.35 µM | 300,000 compounds, 1.2% hits | AID 743398; in the data active means activation above about 30%, passing the limit was not always enough; inconclusive means no clear call, values can overlap the other calls;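 further: 0% = neutral control wells and 100% = positive control wells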
SR-BI HDL uptake: mouse SR-BI HDL lipid transfer inhibition. Q61009. ldlA[mSR-BI] CHO cells, DiI-HDL uptake fluorescence, 3 h. inhibition, % at 12.5 µM. 320,000 compounds, 0.96% hits;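 active means mean replicate inhibition of at least 70% and a set share of replicates each scoring 70 or more; inconclusive means meets just one of the two criteria; inactive means fails both criteria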;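 further: 0% = median of neutral control wells and 100% = median of positive control wells; values of inactives mirror those of a sister screen read the other way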
Target sequence (Q61009 whole entry, looked up): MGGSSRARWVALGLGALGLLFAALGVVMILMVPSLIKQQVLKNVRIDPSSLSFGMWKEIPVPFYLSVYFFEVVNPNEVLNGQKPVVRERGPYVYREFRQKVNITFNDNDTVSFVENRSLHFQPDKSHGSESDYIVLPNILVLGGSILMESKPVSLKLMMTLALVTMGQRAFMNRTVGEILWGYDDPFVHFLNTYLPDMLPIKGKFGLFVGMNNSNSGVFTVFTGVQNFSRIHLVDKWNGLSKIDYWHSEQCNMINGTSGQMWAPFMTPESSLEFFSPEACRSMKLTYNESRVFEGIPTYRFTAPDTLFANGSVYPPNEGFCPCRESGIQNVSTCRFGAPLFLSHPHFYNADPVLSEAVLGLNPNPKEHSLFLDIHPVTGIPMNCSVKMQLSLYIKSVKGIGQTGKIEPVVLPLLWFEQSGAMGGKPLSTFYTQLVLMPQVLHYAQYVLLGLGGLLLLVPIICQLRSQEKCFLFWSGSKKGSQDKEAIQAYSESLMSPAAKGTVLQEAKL
Numbers without * were called inactive; u = inconclusive; x = no result given.

SMILES | AddAB inh | CAL PDZ FP-1 | E coli growth | MITF TRPM1 HTS | CAL PDZ FP-2 | Tat transport | phage Ecoli inh | SR-BI DiI-HDL act | Wnt act | SR-BI HDL uptake
Cc1cccc(-c2ncc(CN3CCC(CO)(CCCc4ccccc4)CC3)cn2)c1 | 2.7 | 5 | -1.9 | -8 | -0.8 | -2 | 0.3 | x | 1 | x
COc1ccc(-c2noc(COc3ccccc3OC)n2)cc1OC | -1.5 | x | -2.5 | x | -2.2 | 0 | 3.3 | -21 | 3 | 16
O=C(NC(N1CCOCC1)C(Cl)(Cl)Cl)c1ccco1 (centres undefined) | 2.0 | -4 | -0.7 | 1 | -0.6 | 10 | 4.0 | -8 | -2 | 8
COc1ccc(NCc2cc(=O)[nH]c3ccccc23)cc1 | x | -1 | x | -11 | 0.5 | 11 | -0.7 | 3 | 2 | -3
Cc1nc(C)n(CC(O)COc2ccc(C(=O)c3ccccc3)cc2)n1 (centres undefined) | 2.2 | 1 | 0.1 | x | -1.1 | -6 | 3.9 | 14 | -9 | -14
Cc1c(O)nc2sc3ccccc3n2c1=O | 0.7 | x | -0.8 | x | x | x | 1.2 | x | 4 | x
CCN1C[C@@H]2[C@@H]3C(=O)N(C)C(=O)[C@@H]3[C@](CC)(C(=O)OC)N2C1=NC | -0.9 | -1 | -1.1 | -1 | -0.2 | -5 | 1.0 | 26 | -1 | -26
CCOC(=O)N1CCN(C(=O)c2ccc(CN(c3ccccc3)S(C)(=O)=O)cc2)CC1 | -1.4 | 0 | -2.2 | x | -0.3 | -10 | 2.8 | -9 | 5 | 9
COc1ccc(N2C(=O)C3C(C2=O)C(C(=O)c2ccccc2)N2CCCC32)cc1 (centres undefined) | 0.8 | x | 1.4 | x | -0.6 | 4 | -2.2 | 10 | 4 | 10
O=C(O)C1CCCN1S(=O)(=O)c1ccc(F)cc1 (centres undefined) | 1.5 | -1 | -0.9 | -8 | x | 7 | 2.0 | 18 | -2 | -18
Cc1cc(C)cc(NC(=O)Cn2cnc3c(nnn3Cc3ccc(F)cc3)c2=O)c1 | 1.9 | -2 | -1.7 | -2 | -2.1 | 9 | 4.5 | 3 | x | -3
CS(=O)(=O)N(CC(=O)O)c1cc(Cl)cc(Cl)c1 | 0.6 | -4 | -1.9 | 4 | -1.4 | 0 | 1.1 | 19 | x | -19
O=C(O)CC(CC(=O)Nc1ccc(-c2ccccc2)cc1)c1ccccc1 (centres undefined) | 2.3 | -5 | -1.7 | 2 | -0.7 | -20 | 0.1 | 5 | 1 | -5
COC(=O)CN1C(=S)N(c2ccccc2)C(=O)C1CC(=O)Nc1ccc(Cl)cc1 (centres undefined) | 1.9 | x | 0.1 | -8 | 0.3 | -1 | 4.1 | 9 | -5 | -9
O=C(CN1C(=O)COc2ccccc21)NNC(=O)Nc1ccccc1F | 3.2 | x | -1.4 | -3 | -0.6 | -6 | 1.9 | x | 3 | x
CCOC(=O)C1CCN(C(=O)CCCn2nc(CC)n3c(cc4occc43)c2=O)CC1 | 0.1 | x | 0.9 | -3 | -1.1 | -7 | 1.3 | -31 | 0 | 31
Cc1nn(C)cc1CN(C)C(=O)CC12CC3CC(CC(C3)C1)C2 | 0.2 | -3 | -3.5 | 13 | -0.4 | 0 | 1.2 | 35 | -2 | -35
CC(=O)N1CCN(S(=O)(=O)c2cccc(C(=O)OCC(=O)Nc3c(Cl)cccc3C(F)(F)F)c2)CC1 | x | -2 | x | 8 | -3.4 | 1 | 2.6 | -8 | 2 | 8
Cc1ccc(-c2cc(-c3ccccc3)nc(N(C)N)n2)cc1 | 4.1 | -3 | 0.9 | x | -2.4 | 17 | 2.9 | -39 | 0 | 39
Cc1nc2ccccc2n1/C(=N\S(=O)(=O)c1ccccc1)c1ccccc1 | 4.2 | -2 | 1.2 | 25 | -0.1 | -7 | 1.7 | 12 | 0 | -12
Cc1nc2ccc(NS(=O)(=O)c3ccc(C)c(C)c3)cc2s1 | 1.5 | -2 | -1.6 | -4 | -1.3 | 30 | 2.3 | -15 | -4 | 15
COc1ccc(NC(=O)CN2CCc3ccccc3C2)c([N+](=O)[O-])c1 | 1.1 | -5 | 2.5 | x | -0.6 | -8 | 0.7 | -10 | 1 | 10
CCOC(=O)CCCNC(=O)COC(=O)c1cc2ccccc2cc1O | 1.3 | -2 | -0.1 | -8 | -1.4 | 2 | 0.6 | 9 | 0 | -9
O=C(Cn1cc(C(=O)c2cccs2)c2ccccc21)NCC1CCCO1 (centres undefined) | 2.8 | -39 | 0.2 | x | -1.2 | -3 | 1.0 | -19 | -2 | 19
CC(C)c1ccc(NC(=O)C2CC(=O)N(C3CCCC3)C2)cc1 (centres undefined) | 3.6 | -3 | -0.4 | 8 | -2.0 | 7 | 1.8 | x | -3 | x
CCOC(=O)C(Cc1ccc(OC)c([N+](=O)[O-])c1)NC(=O)CCC(=O)Nc1ccc(OC)cc1 (centres undefined) | 2.8 | 6 | -1.5 | 2 | 0.7 | 2 | 4.4 | 3 | 0 | -3
Cn1nc(CC(=O)NCc2cccc3ccccc23)c2ccccc2c1=O | 1.9 | 0 | -0.5 | -2 | -1.4 | -3 | 1.4 | 3 | -8 | -3
CCOc1ccc(C(=O)NCCc2cnc[nH]2)cc1 | -1.4 | 4 | 1.0 | -7 | -0.7 | 3 | 2.5 | 3 | 1 | -3
C1CCc2nnc(-c3nnc4n3CCCCC4)n2CC1 | -0.3 | -2 | -0.2 | -1 | 0.1 | -2 | 2.4 | 9 | 1 | -9
COc1ccc(CNC(=O)C(=O)NC2CCC(C)CC2)cc1 (centres undefined) | 0.2 | -1 | -0.2 | -9 | -2.5 | -11 | 3.5 | 4 | -2 | -4
COCCn1c(SCc2cccnc2)nnc1-c1ccco1 | 1.3 | 0 | 2.2 | 5 | -0.8 | -7 | 2.4 | -20 | -2 | 20
O=S(=O)(c1cccs1)N1CCCc2cccc(O)c21 | 2.0 | 0 | -0.7 | 95* | -3.0 | 0 | 0.9 | 9 | 48* | -9
Cc1nnc(SCc2ccccc2)[nH]c1=O | -1.8 | 0 | -0.4 | -5 | -0.3 | 5 | 2.8 | 11 | 0 | -11
CCOC(=O)C1CCN(C2CC(=O)N(c3cccc(Cl)c3)C2=O)CC1 (centres undefined) | 0.4 | 0 | 1.4 | 0 | -0.8 | -8 | 0.4 | 12 | x | -12
O=C(Nc1cccc(-c2csc(Nc3ccc(Cl)cc3)n2)c1)c1ccccc1 | 3.2 | -2 | 0.5 | 29 | 0.5 | -6 | 2.6 | -98 | 6 | 98*
Cc1ccc(-c2nc3ccsc3c(=O)[nH]2)cc1 | 1.1 | -1 | -0.9 | 16 | -0.6 | 2 | 2.7 | 13 | 5 | -13
COC(=O)c1c(NC(=O)c2ccco2)sc(C(=O)N(C)C)c1C | 0.0 | -2 | -5.1 | x | -0.3 | 1 | 0.2 | -23 | x | 23
O=C(CCl)NC1CCCc2ccccc21 (centres undefined) | 0.2 | 1 | -0.7 | -14 | -0.1 | 1 | -0.2 | 5 | 0 | -5
CC1=NN(c2ccccc2)C(=O)/C1=C/N(C)C | -2.6 | 6 | -0.3 | -4 | -2.2 | 0 | 1.6 | -6 | 4 | 6
O=C(O)c1cccc(-c2ccc(/C=N/NC(=O)C3COc4ccccc4O3)o2)c1 (centres undefined) | 1.2 | -8 | 2.4 | 11 | -5.4 | -2 | 3.8 | 0 | u | 0

Taken from the entries so far (six entries):
SMILES | AddAB inh | CAL PDZ FP-1 | E coli growth | MITF TRPM1 HTS | CAL PDZ FP-2 | Tat transport | phage Ecoli inh | SR-BI DiI-HDL act | Wnt act | SR-BI HDL uptake
O=C(Nc1cccc(-c2csc(Nc3ccc(Cl)cc3)n2)c1)c1ccccc1 | 3.2 | -2 | 0.5 | 29 | 0.5 | -6 | 2.6 | -98 | 6 | 98*
Cc1ccc(-c2nc3ccsc3c(=O)[nH]2)cc1 | 1.1 | -1 | -0.9 | 16 | -0.6 | 2 | 2.7 | 13 | 5 | -13
COC(=O)c1c(NC(=O)c2ccco2)sc(C(=O)N(C)C)c1C | 0.0 | -2 | -5.1 | x | -0.3 | 1 | 0.2 | -23 | x | 23
O=C(CCl)NC1CCCc2ccccc21 (centres undefined) | 0.2 | 1 | -0.7 | -14 | -0.1 | 1 | -0.2 | 5 | 0 | -5
CC1=NN(c2ccccc2)C(=O)/C1=C/N(C)C | -2.6 | 6 | -0.3 | -4 | -2.2 | 0 | 1.6 | -6 | 4 | 6
O=C(O)c1cccc(-c2ccc(/C=N/NC(=O)C3COc4ccccc4O3)o2)c1 (centres undefined) | 1.2 | -8 | 2.4 | 11 | -5.4 | -2 | 3.8 | 0 | u | 0

Following part.
SMILES | AddAB inh | CAL PDZ FP-1 | E coli growth | MITF TRPM1 HTS | CAL PDZ FP-2 | Tat transport | phage Ecoli inh | SR-BI DiI-HDL act | Wnt act | SR-BI HDL uptake
O=C(Oc1coc(CSc2ncccn2)cc1=O)c1cccc([N+](=O)[O-])c1 | -0.8 | -1 | -1.4 | -16 | -2.2 | 0 | 0.6 | x | 2 | x
CN(C(=O)CSc1ncnc2ccccc12)C1CCCCC1 | x | -1 | x | 104* | 0.4 | -8 | 3.2 | 3 | 24 | -3
COCCNc1nc(-c2ccccc2)nc2ccccc12 | 1.1 | -3 | 1.7 | -2 | -1.6 | -5 | 4.4 | -31 | 0 | 31
COc1ccc(CNC(=O)c2cccs2)cc1 | 0.1 | -4 | 1.7 | 4 | x | -5 | 3.9 | 10 | -4 | -10
Cc1sc2ncnc(SCC(=O)Nc3nc(-c4ccc(F)c(F)c4)cs3)c2c1C | 3.4 | 1 | 1.0 | -9 | 0.3 | -3 | 3.5 | -5 | -12 | 5
COc1ccc(C[C@@H]2CN3C(=NC[C@@H]3C)N2CCNC(=O)c2ccc(C)c(Br)c2)cc1 | 0.3 | 5 | -2.4 | -3 | -4.2 | -3 | 0.0 | 11 | -4 | -11
CCOC(=O)c1oc2ccc(S(=O)(=O)N3CCC(C)CC3)cc2c1C | 3.5 | x | 0.7 | 10 | -1.0 | 1 | x | -7 | -1 | 7
O=C(Nc1ncn[nH]1)c1cc([N+](=O)[O-])ccc1Cl | 2.9 | -4 | 2.6 | 5 | -0.2 | -4 | 1.8 | -18 | 0 | 18
Cc1ccc2nc(NC(=O)c3cccs3)sc2c1 | -0.2 | 1 | -1.4 | -7 | -2.1 | -1 | 0.9 | -33 | 4 | 33
CCOc1ccc(CN(C)C(=O)Cc2c[nH]c3ccccc23)cc1 | x | 9 | x | -7 | 1.7 | 10 | 2.5 | 18 | 1 | -18
CCOC(=O)C1CCN(Cc2cc(Cl)c3ccccc3c2O)CC1 | 4.7 | -2 | 0.6 | 0 | -2.2 | 3 | x | -2 | x | 2
Cc1cc(N2CCC(C(N)=O)CC2)nc(-c2ccccc2)n1 | 2.9 | x | 0.8 | x | 0.6 | 17 | -0.2 | 23 | x | -23
CCOC(=O)C(C(=O)OCC)N(C#N)c1nc(N(C)C)nc(N(C)C)n1 | 0.2 | x | 1.0 | -4 | -0.9 | -2 | 2.5 | -47 | 0 | 47
